TDP1 cell CPT: growth inhibition of DT40 Tdp1-/-;hTDP1 cells with camptothecin (screen for TDP1 inhibitors); 420,000 compounds, 12% hits; AID 686979; Potency, µM (doses to about 46.2 µM), without a hit: at the top dose activity change, negative = growth inhibition, most hits filed as inhibitors; chicken DT40 Tdp1-/-;hTDP1 cells + 20 nM CPT, ATP luminescence, 48 h; note: nearly all actives have a fitted effect of over 55% in size
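Chicken DT40 Tdp1-/- cells complemented with human TDP1, 400 cells/well, exposed to compounds plus 20 nM camptothecin for at least 48 h at 37 C; viability read as ATP content by CellTiter-Glo luminescence.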
TDP1 inh: TDP1 (human) enzyme inhibition. recombinant TDP1, AlphaScreen DNA substrate cleavage. Potency, µM (doses to about 130 µM), inactives show top-dose activity change, negative = inhibition, actives largely listed as inhibitors. 350,000 compounds, 0.28% hits. AID 485290; note: nearly all actives have a fitted effect of over 40% in size
Target sequence (Q9NUW8 whole entry, looked up): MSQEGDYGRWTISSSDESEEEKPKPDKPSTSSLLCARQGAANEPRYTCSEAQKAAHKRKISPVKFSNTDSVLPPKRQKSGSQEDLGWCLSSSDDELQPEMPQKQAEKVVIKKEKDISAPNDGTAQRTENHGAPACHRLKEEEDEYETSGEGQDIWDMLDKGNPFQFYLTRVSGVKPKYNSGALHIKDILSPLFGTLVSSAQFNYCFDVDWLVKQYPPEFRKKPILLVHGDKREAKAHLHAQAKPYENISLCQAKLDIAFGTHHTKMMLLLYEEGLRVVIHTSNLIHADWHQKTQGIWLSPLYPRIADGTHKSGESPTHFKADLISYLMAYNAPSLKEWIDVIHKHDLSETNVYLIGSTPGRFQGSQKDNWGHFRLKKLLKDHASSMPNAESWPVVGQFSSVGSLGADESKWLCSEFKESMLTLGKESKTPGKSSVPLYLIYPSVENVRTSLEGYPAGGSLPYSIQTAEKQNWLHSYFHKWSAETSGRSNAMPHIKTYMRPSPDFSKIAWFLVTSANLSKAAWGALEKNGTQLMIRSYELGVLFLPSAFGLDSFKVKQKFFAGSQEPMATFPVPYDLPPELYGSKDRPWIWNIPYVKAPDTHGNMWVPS
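Signal: AlphaScreen proximity between streptavidin donor and anti-FITC acceptor beads on intact substrate. Reaction: Tdp1 1 nM, substrate 15 nM final, 5 min RT after 15 min compound preincubation.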
TDP1 cell noCPT: qHTS for Inhibitors of human tyrosyl-DNA phosphodiesterase 1 (TDP1): qHTS in cells in absence of CPT; DT40 Tdp1-/- hTDP1 cells, no CPT, ATP luminescence, 48 h; AID 686978, 2013; Potency, µM (titrated, usually from 46.2 µM), for the others: at the highest dose activity change, negative = growth inhibition, actives largely listed as inhibitors; 420,000 compounds, 15% hits; note: nearly all actives have a fitted effect of over 55% in size
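Stably hTDP1-transfected Tdp1-null chicken DT40 cells were treated with library compounds minus camptothecin and grown for at least 48 hr at 37 °C, after which cellular ATP was quantified by luminescence.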
* marks the source's active call; other numbers are inactive results; ? = inconclusive; / = no result given; & = joins results of further samples; [ ] = another dose, or the depositor's remark. Calls come from the whole dose curve; as a rule, active = well fitted curve in the direction sought with a large enough effect; inconclusive = small, poorly fitted or top-dose-only effect, or another doubt; inactive = no such curve, though single readings can be large; an effect the other way counts as inactive or inconclusive. % is set by controls: 0 for no effect and ±100 for the full control effect; potency is the fitted concentration of half-maximal effect.

SMILES	TDP1 cell CPT	TDP1 inh	TDP1 cell noCPT
O=C(CCN1CCCCC1=O)NC1CCCN(Cc2ccc(Cl)cc2)C1 (configuration not stated)	6%	2%	5%
COc1ccc(C(=O)NCCSc2ccccn2)cc1	-1%	7%	-29%
O=c1c2ccccc2nc(CSc2nnnn2-c2ccccc2)n1-c1ccccc1Cl	?	3%	?
C/C(=N\NC(=O)CCn1nnc2ccccc21)c1cccs1	-2%	4%	-14%
Cc1ccc(/C=C/C(=O)N(Cc2cccs2)C2CCS(=O)(=O)C2)cc1 (configuration not stated)	?	1%	21µM*
COc1ccc(NC(=O)COc2nsnc2N2CCCCC2)cc1	12µM*	2%	18µM*
CCOc1ccc(C(=O)COC(=O)C2COc3ccccc3O2)cc1 (configuration not stated)	13%	-3%[56.1 µM]	1%
CCOC(=O)c1c(-c2ccc(OC)cc2)oc2ccc(O)cc12	-12%	/	?
Cc1ccc(SCc2[nH]nc3c2C2(C(=O)N(C)c4ccccc42)C(C#N)=C(N)O3)cc1 (configuration not stated)	-10%	2%	?
CC(C)NC(=O)C1Cc2c(-c3ccccc3Oc3ccccc3)ccnc2O1 (configuration not stated)	?	/	?
O=C(Cn1cnc2c(cnn2-c2ccccc2)c1=O)NC1CCCC1	1%	0%	-10%
NS(=O)(=O)c1ccc(CCNC(=O)C2CCN(S(=O)(=O)c3ccc(Br)s3)CC2)cc1	10%	0%	-22%
CN(c1nc2ccccc2[nH]c1=O)C1CCCCC1	?	7%	?
O=c1cc(-c2ccccc2)c2ccc(O)cc2o1	-16%	/	?
O=C(Cc1nc2ccccc2[nH]1)c1cccc([N+](=O)[O-])c1	2.9µM*	8%	3.7µM*
CC(C)(C)C(=O)/C=C1\NC(=O)CS1	19%	2%	-3%
Fc1ccccc1COc1cccc2cccnc12	7%	/	?
O=c1cc(-c2ccccc2Cl)oc2cc(O)cc(O)c12	2%	-1%	-27%
CC1=NN(C)C(=O)C1Cc1c(F)cccc1Cl (configuration not stated)	-2%	/	-7%
Cc1cc(C(=O)CSc2nnnn2C)c(C)n1CCc1ccc(F)cc1	4%	-8%	-6%
N#CC1=C(N)N2C(=C(C#N)C13CCCCC3)SC1CCCCC12O (configuration not stated)	10µM*	-3%	13µM*
Cc1cc(-c2nnc(SCC(=O)Nc3cccc(Cl)c3)n2N)n[nH]1	-11%	2%	-21%
CCc1nnc(NC(=O)CSc2n[nH]c(-c3ccccc3O)n2)s1	14%	3%	-3%
Cc1ccc(Cl)cc1NC(=O)C1CCCN(S(=O)(=O)c2c(C)noc2/C=C/N(C)C)C1 (configuration not stated)	?	4%	?
COc1ccc(C)cc1NC(=O)CC(=O)Nc1ccc2nc3n(c(=O)c2c1)CCCCC3	?	5%	?
CCOc1cc(/C=N/NC(=O)c2cc(-c3cccc(OC)c3)nc3ccccc23)ccc1O	8.2µM*	/	1.3µM*
COc1ccc(-c2csc(Nc3ccc(C)cn3)n2)cc1	-1%	/	-27%
CSc1c2c(nc3ncnn13)CCC2	17%	2%	0%
Cc1c(Cl)cnc(NC(=O)COC(=O)CNC(=O)c2ccccc2)c1Cl	5%	-6%	6%
CC/C(=N\NC(=S)Nc1cccc(C)c1)c1ccccc1	13µM*	-5%	5.2µM*
CCOc1ccc2oc(=O)cc(CN3CCN(Cc4ccc(C)cc4)CC3)c2c1	23µM*	0%	15µM*
CCOC(=O)c1ccccc1NC(=O)COc1cc(=O)n(CC)c2ccccc12	?	3%&1%	?
COc1ccc(C(=O)NCC(=O)OCC(=O)NCCC2=CCCCC2)cc1	-2%	3%	4%
CC(=O)NC(CC(=O)NCCOc1ccccc1F)c1ccccc1 (configuration not stated)	-17%	-5%	-12%
CCOC(=O)c1[nH]c2ccc(Cl)cc2c1NC(=O)c1nonc1C	-4%	-2%	-1%
COc1ccc(N2CC(C(=O)Nc3c4c(nn3-c3ccccc3)CS(=O)(=O)C4)CC2=O)cc1 (configuration not stated)	-4%	1%	2%
COC(=O)c1cc(Cl)c(NC(=O)/C=C/c2ccc(OC)cc2)cc1OC	-1%	3%	-7%
O=C(c1ccccc1)N1CCN=C1SCc1ccc([N+](=O)[O-])cc1	?	5%	?
COc1cc(OC)cc(C(=O)NCc2cccnc2)c1	27%	2%	-6%
CCCCn1c(C)nc2c(=O)n(C)c(=O)[nH]c21	-2%	2%	11%
Cc1onc(C(=O)NCc2ccccn2)c1[N+](=O)[O-]	-4%	4%	-5%
O=C(CSc1nc(-c2ccccc2)ns1)N1CCOCC1	-8%	5%	2%
COc1c(O[C@@H]2O[C@H](CO)[C@@H](O)[C@H](O)[C@H]2O)cc2c(c1OC)-c1ccc(SC)c(=O)cc1[C@@H](NC(C)=O)CC2	12%[21.1 µM]	/	-1%[21.1 µM]
CCNC(=O)N1CCNC(=O)C1CC(=O)Nc1ccc(C(=O)OCC)cc1 (configuration not stated)	6%	-2%	4%
CCN(CC)S(=O)(=O)c1cc(NC(=O)Cc2n[nH]c(=O)c3ccccc23)ccc1C	?	0%	13µM*
CCCCNc1c(-c2cccc(-c3ccc(OC)cc3)c2)nc2cc(C)ccn12	16µM*	7%	18µM*
C=CCN1C(=NC(=O)COc2ccc(Cl)cc2)SC2CS(=O)(=O)CC21 (configuration not stated)	-32%	-1%	-22%
COc1ccc(-c2ccc3nnc(SCC(=O)NCC4CCCO4)n3n2)cc1 (configuration not stated)	-7%	/	-21%
Cc1cccc(N2CCN(S(=O)(=O)c3cn(C)cn3)CC2)c1C	6%	3%	4%
CCN1CCN(c2nc(Nc3ccc(C)c(C)c3)nc(N)c2[N+](=O)[O-])CC1	-22%	5%	23µM*

Continuation:
SMILES	TDP1 cell CPT	TDP1 inh	TDP1 cell noCPT
Cc1cc[n+](Cc2ccccc2)c(N)c1	-1%	/	-16%
CCC(CO)NCc1sccc1C (configuration not stated)	7%	6%	13%
FC(F)(F)C(F)(F)C(F)(F)C(F)(F)C(F)(F)F	-7%	/	-9%
CC1=C(C(=O)N(C(C)C)C(C)C)CC(CC(=O)NCc2ccco2)C(=O)N1Cc1ccc(F)cc1 (configuration not stated)	-7%	/	-20%
Cc1cc(OCc2ccc(C(=O)Nc3ccc(C(=O)O)cc3)o2)ccc1Cl	3%	/	-17%
Cc1ccccc1C(=O)NC(CC(C)C)C(=O)Nc1ccc(S(N)(=O)=O)cc1 (configuration not stated)	-17%	0%	-8%
NC(=O)Cn1nc([N+](=O)[O-])nc1Oc1ccccc1F	0%	4%	2%
Cc1ccc(-c2c3c(=O)n(C)c(=O)n(C)c3c3c(-c4cccc(C)c4)nc4ccccc4n23)cc1	?	1%	?
CCOC(=O)c1c(NC(=O)CCCOc2ccc(C(C)(C)C)cc2)sc2c1CCCC2	-3%	-8%[12.3 µM]	4%
O=C(CO)[C@@H](O)[C@H](O)[C@@H](O)C(=O)O	14%	/	9%
O=C(c1ccco1)N1CCN(Cc2nnc(-c3cccc(Cl)c3)o2)CC1	-5%	-15%	-20%
COc1ccccc1OC(C)C(=O)Nc1nc(-c2ccc(S(=O)(=O)N3CCOCC3)cc2)cs1 (configuration not stated)	?	5%	?
O=C(NCc1ccccc1)c1cc(C2CCCN(C(=O)c3cccs3)C2)on1 (configuration not stated)	?	/	-10%
CCc1ccc(CN(C(=O)c2ccco2)C2CCS(=O)(=O)C2)cc1 (configuration not stated)	0%	/	?
CCCCN(Cc1cc2cc(OC)ccc2[nH]c1=O)C(=O)c1ccco1	?	0%	?
CCc1ccc(-n2c(=O)c3ccccc3n(CC(=O)C(C)(C)C)c2=O)cc1	?	-2%	18µM*
Cc1cccc(C)c1Nc1sc(C(=O)c2ccccc2)c(N)c1C(=O)Nc1ccc(F)cc1	?	7%	21µM*
Cc1ccccc1NC(=O)c1cccc(OCc2c(C)noc2C)c1	-18%	-1%	-18%
Cc1cccc(CNC(=O)C2CCN(S(=O)(=O)c3ccc4c(c3)CCCN4C(=O)C3CCC3)CC2)c1	13µM*	7%	8.2µM*
CN(C)CCCNC(=O)C(=O)Nc1cc2c3c(c1)CC(=O)N3CCC2	-2%	2%	2%
Cc1ccc2nc3n(c(=O)c2c1)CCCCC3	1%	3%	10%
CCc1nnc(SCc2nc(-c3ccccc3Cl)oc2C)c2cc3sc(C)cc3n12	?	-5%	-27%
COc1ccc(NC(=O)c2ccc3c(c2)nnn3C2CCCC2)cc1Cl	-2%	3%	-25%
Cc1cc(C)c(C)c(S(=O)(=O)Nc2ccc(C(N)=O)cc2)c1C	-29%	5%	?
COc1cccc(-c2ccc3ncnc(NCc4cnc(C)cn4)c3c2)c1	23µM*	/	15µM*
O=C(Nc1ccc(-c2nc3cc(Cl)ccc3o2)cc1)c1cc(Br)ccc1Cl	?	-3%[12.3 µM]	?
CCCc1cc(CNC(=O)C2CCC(=O)N(CCc3cccc(F)c3)C2)on1 (configuration not stated)	-7%	5%	19%
COc1cc2c(cc1OC)C(C)N(S(=O)(=O)c1cnc(Cl)c(Cl)c1)CC2 (configuration not stated)	-112%	2%	?
CC1=C(C(N)=O)C(c2cccnc2)n2nc(SCc3ccccc3Cl)nc2N1 (configuration not stated)	-3%	-4%	-3%
Nc1cccc2[nH]c(C(F)(F)F)nc12	-7%	/	?

Whole records, looked up by structure. Order of screens: TDP1 cell CPT, TDP1 inh, TDP1 cell noCPT
COc1cccc(-c2ccc3ncnc(NCc4cnc(C)cn4)c3c2)c1 as listed: 23µM*, /, 15µM*
CCCc1cc(CNC(=O)C2CCC(=O)N(CCc3cccc(F)c3)C2)on1 (configuration not stated) as listed: -7%, 5%, 19%
Nc1cccc2[nH]c(C(F)(F)F)nc12 as listed: -7%, /, ?

Following part:
SMILES	TDP1 cell CPT	TDP1 inh	TDP1 cell noCPT
COc1cc(/C=C/C(=O)NCc2ccccn2)cc(OC)c1OC	3%	3%	11%
CCOC(=O)c1c(C)[nH]c(C)c1S(=O)(=O)N1CCN(c2ccc([N+](=O)[O-])cc2)CC1	?	4%	13µM*
CN(c1ccccc1)S(=O)(=O)c1ccc(Cl)c(C(=O)Nc2nc3ccccc3[nH]2)c1	15µM*	9%	15µM*
Cc1nc2cc(NC(=O)[C@@H]3C[C@@H](Sc4ccccn4)CN3Cc3cccc(Cl)c3)ccc2s1	14%[9.04 µM]	/	-22%
CN(C)c1nc(Nc2ccccc2)nc(Oc2ccc(=O)[nH]n2)n1	-29%	2%	-25%
CCOc1c(Br)cc(Br)cc1/C=C1\SC(N)=NC1=O	0%	1%	4%
COc1cc(CNCc2cccnc2)ccc1OCC(=O)NC1CCCCC1	8%	8%	-14%
COc1ccccc1CNc1nc(SC)ncc1CO	?	0%	?
Cc1c(C(=O)Nc2ccc3c4c(cccc24)CC3)cccc1[N+](=O)[O-]	?	5%	16µM*
CSc1nn(Cc2cccc(C)c2)c(N)c1S(=O)(=O)c1ccccc1	?	5%	18µM*

The last 7 compounds of the part above lead into the next.
SMILES	TDP1 cell CPT	TDP1 inh	TDP1 cell noCPT
Cc1nc2cc(NC(=O)[C@@H]3C[C@@H](Sc4ccccn4)CN3Cc3cccc(Cl)c3)ccc2s1	14%[9.04 µM]	/	-22%
CN(C)c1nc(Nc2ccccc2)nc(Oc2ccc(=O)[nH]n2)n1	-29%	2%	-25%
CCOc1c(Br)cc(Br)cc1/C=C1\SC(N)=NC1=O	0%	1%	4%
COc1cc(CNCc2cccnc2)ccc1OCC(=O)NC1CCCCC1	8%	8%	-14%
COc1ccccc1CNc1nc(SC)ncc1CO	?	0%	?
Cc1c(C(=O)Nc2ccc3c4c(cccc24)CC3)cccc1[N+](=O)[O-]	?	5%	16µM*
CSc1nn(Cc2cccc(C)c2)c(N)c1S(=O)(=O)c1ccccc1	?	5%	18µM*
CCOc1ccc(OCC)c(NC(=O)c2cc(CN3CCOCC3)on2)c1	-26%	5%	?
Cc1ccc(C)c(NC(=O)c2ccc3ccccc3n2)c1	?	2%	?
COc1ccc(-c2coc3c(C(=O)NCCN(C)C)cccc23)c(C)c1	?	/	?
Cc1nc(NC(=O)c2c(-c3ccccc3Cl)noc2C)sc1C	16µM*	6%	?
O=C(O)c1ccc(N=NNc2cccc([N+](=O)[O-])c2)cc1	1%	8%	?
C=CCNC(=O)/C(=C/c1ccc(Br)cc1)NC(=O)c1ccccc1OC	-2%	1%	-16%
CCOc1ccc(NC(=O)CSc2nc3nc4c(cc3c(=O)n2CC)COC(C)(C)C4)cc1	?	5%	?
Cc1cccc(C)c1NS(=O)(=O)c1c(C(=O)N2CCCCC2)c(C)n(C)c1C	-17%	4%	10%
CCc1ccc(NC(=O)C2CCCN(S(=O)(=O)c3cnc[nH]3)C2)cc1 (configuration not stated)	-11%	3%	-27%
